Screening data as filed in PubChem.
AID inhibitor – blocks human AID cytidine deaminase activity; 91,000 compounds, 0.32% hits; AID deamination FRET fluorescence, UDG-coupled, 4 h; Potency, µM (titrated, usually from 115 µM), for inactives: top-dose activity change, negative = inhibition, actives largely listed as inhibitors; Q9GZX7; also: nearly all actives have a fitted effect of over 25% in size
Target sequence (Q9GZX7 whole entry, looked up): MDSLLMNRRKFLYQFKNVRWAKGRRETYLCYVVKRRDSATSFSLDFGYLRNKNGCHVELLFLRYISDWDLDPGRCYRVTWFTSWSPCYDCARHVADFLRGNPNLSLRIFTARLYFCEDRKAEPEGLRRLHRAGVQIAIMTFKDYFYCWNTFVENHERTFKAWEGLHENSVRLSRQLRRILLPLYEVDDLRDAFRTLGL
UDG counterscr – UDG inhibition counter-screen | Potency, µM (top dose mostly 115 µM), for the others: top-dose activity change, negative = inhibition, usual class: inhibitors | 91,000 compounds, 0.14% hits | FRET deamination/UDG coupled assay, UDG read, 4 h; also: nearly all actives have a fitted effect of over 65% in size
The depositor's hits bear a star; ? = inconclusive; [ ] = another dose, or the depositor's remark. Calls follow the shape of the dose curve; as a rule, active = well fitted curve in the direction sought with a large enough effect; inconclusive = small, poorly fitted or top-dose-only effect, or another doubt; inactive = no such curve, though single readings can be large; an effect the other way counts as inactive or inconclusive. % is scaled to controls: 0 for no effect and ±100 for the full control effect; potency is read from the fitted curve at half-maximal effect. This is a subset; count on the stated rates, not on these rows.

SMILES	AID inhibitor	UDG counterscr
CC(Nc1oc(/C=C/c2ccc(F)cc2)nc1C#N)c1ccccc1 (configuration not stated)	-3%	-4%
N#Cc1ccc(NC(=O)COC(=O)c2ccccc2Oc2ccccc2)cc1	-10%	5%
Cc1sc2ncn(CC(=O)N3CCN(c4ccccc4)CC3)c(=O)c2c1S(=O)(=O)N1CCC(C)CC1	1%	-7%
CC(NC(=O)c1nccnc1N)c1ccc(F)c(F)c1 (configuration not stated)	-5%	1%
COc1cc(/C=C/c2nc(C#N)c(N3CCC(C)CC3)o2)cc(OC)c1OC	-20%	-9%
COc1cc(-c2nnc(SCC(=O)Oc3ccc(C)cc3C)o2)cc(OC)c1OC	10%	29%
NCC1CC2c3ccccc3C1c1ccccc12 (configuration not stated)	2%	-4%
COCCNC(=O)c1ccc(NC(=O)N2CCCCc3ccccc32)cc1	2%	76%[activator]
CCCN(CCC)C(=O)c1c[nH]c2ccc(S(=O)(=O)N(C)c3ccc(OCC)cc3)cc2c1=O	-6%	12%
O=C(O)c1ccc(-c2ccco2)cc1	3%	0%

Quoted at random: two records from the list, in no set order.
SMILES	AID inhibitor	UDG counterscr
COCCNC(=O)c1ccc(NC(=O)N2CCCCc3ccccc32)cc1	2%	76%[activator]
CC(Nc1oc(/C=C/c2ccc(F)cc2)nc1C#N)c1ccccc1 (configuration not stated)	-3%	-4%

Following part
SMILES	AID inhibitor	UDG counterscr
Cn1nc(C(=O)N2CCOCC2)c2c1-c1ccsc1CC2	2%	-4%
O=[N+]([O-])c1ccc(N/N=C/C2=C(Sc3nc4ccccc4o3)CCCC2)cc1	-13%	-17%
CCCN(c1ccccc1CC)S(=O)(=O)c1ccc2c(c1)CC(C)N2C(=O)C1CC1 (configuration not stated)	?	-14%
Cc1ccc(-n2nc(C(=O)N3CCN(c4cc(Cl)ccc4C)CC3)c(=O)n(C)c2=O)cc1	-5%	7%
COc1ccc2c(c1)c1c(c(=O)n(CCc3ccccc3)c(=O)n1Cc1cccc(F)c1)n2C	23%	2%
COC(=O)c1ccc2c(c1)N(Cc1ccc(Cl)cc1)C(=O)c1ccccc1S2	-17%	5%
O=C(Nc1cccc(C(F)(F)F)c1)C1C2CCC3C(CCC21)C3(Cl)Cl (configuration not stated)	-12%	-7%
CCOc1ccc(CCNC(=O)c2c(C)oc3ncn(CC(C)C)c(=O)c23)cc1	-26%	-9%
O=C(Cn1nc(N2CCN(c3ccccc3)CC2)ccc1=O)Nc1ccc(F)cc1	-8%	4%
Cn1c(=O)n(C)c2cc(NS(=O)(=O)c3ccccc3)c(NCc3ccccc3)cc21	1%	1%
O=C(C1CCCN(S(=O)(=O)c2ccc(Br)s2)C1)N1CCN(c2ccccc2F)CC1 (configuration not stated)	-11%	-14%[57.5 µM]
CONC(=O)C(NC(=O)c1ccccc1F)C(C)C (configuration not stated)	-15%	-3%
Cc1ccc(S(=O)(=O)Nc2ccc3c(c2)CCCN3C(=O)c2cccs2)cc1C	-7%	10%
CCOc1ccc(-c2nnc(SCC(=O)c3ccc(Br)cc3)n2-c2ccccc2)cc1	-10%	?
CCOC(=O)N1CCc2c(sc3c2C(=O)NC(c2ccc(N(C)C)cc2)N3)C1 (configuration not stated)	243%[activator]	3%
O=S(CCCOc1ccc(F)cc1)Cc1ccccc1 (configuration not stated)	-1%	4%
O=C(NC1CCN(C2CC2)CC1)c1ccccc1C(=O)c1ccc(F)cc1	-4%	-4%
COc1ccccc1C(=O)Nc1nnc(SCc2cc(=O)c3cc(Cl)ccc3[nH]2)s1	-5%	-5%
Cc1cccc(NC(=O)Cn2c(=O)ccc3cc(S(=O)(=O)N4CCCC4)ccc32)c1C	-22%	-14%
COCCn1c(C)cc(O)c(C(c2ccccc2)N2CCN(c3ccccc3)CC2)c1=O (configuration not stated)	5%	-12%
Cc1c(C(=O)NCCc2cccc(F)c2)[nH]c2c1C(=O)CCC2	7%	-9%
Cc1cc(C)nc(NC2=NCC(=O)N2c2ccc(Cl)cc2Cl)n1	-11%	-2%
Cc1cccc(-n2c(=O)c3c(c4cc(C)ccc4n3C)n(Cc3ccccc3F)c2=O)c1	-1%	-6%
Cc1ccccc1COC(=O)C1Cc2ccccc2C(=O)O1 (configuration not stated)	4%	-1%
CCOc1ccccc1NC(=O)CCc1nc(-c2cccc(C)c2)no1	-18%	-4%
COc1ccc(-c2nn3c(=O)cc(CN4CCN(C(=O)Nc5cc(C)ccc5C)CC4)nc3s2)cc1	96%[activator]	18%
Cc1ccc(NC(=O)C2CCN(c3nc4ccccc4nc3C(F)(F)F)CC2)cc1C	-28%	-2%
CN(C)c1ccc(C(CNC(=O)c2ccccc2)N2CCc3ccccc32)cc1 (configuration not stated)	-29%	?
COc1ccc(CNC(=O)CCc2c(C)c3cc4c(C)c(C)oc4cc3oc2=O)cc1	?	-6%
O=C(Cn1c(=O)n(Cc2ccc(F)cc2)c(=O)c2sc3ccccc3c21)Nc1ccc(F)cc1F	21%	1%
COCCNC(=S)N(CCc1c(C)[nH]c2ccccc12)Cc1cc(OC)c(OC)c(OC)c1	-11%	-9%
O=C(/C=C/c1ccccc1)N1CCN(Cc2cc(=O)n3nc(-c4ccccc4)sc3n2)CC1	7%	-2%[57.5 µM]
COc1ccc(/C=C(\C#N)Sc2ccc(Br)cc2)cc1	-12%	-3%
COc1cccc(SCC(=O)c2ccc3c(c2)CCC(=O)N3)c1	3%	-11%
O=C(Nc1ccc(Cl)c(C(F)(F)F)c1)C(c1ccccc1)c1ccccc1	-17%	-14%
CCc1ccccc1NC(=O)c1nnn(CC(=O)Nc2c(C)cc(C)cc2C)c1N	3%	-9%
Cc1ccc(OCC(=O)Nc2ccc3nc(SCC(=O)N4CCCC4)sc3c2)cc1C	20%	-1%[57.5 µM]
Cc1ccc(C(NC(=O)COc2ccccc2C(N)=O)c2cccs2)cc1 (configuration not stated)	-7%	-2%
C=CCNC(=O)NC(=O)COC(=O)c1ccc(COC)cc1	-4%	0%
Cc1ccc(S(=O)(=O)/C=C/CS(=O)(=O)c2ccc(C)cc2)cc1	-8%	-13%
O=C(Nc1ccc(Cl)cc1C(F)(F)F)c1ccc(Cl)cc1Cl	4%	6%
Cc1cccc(NC(=O)CSc2nc3c([nH]c4ccccc43)c(=O)n2-c2ccc(F)cc2)c1C	-1%	-1%
CCOC(=O)C1=C(COC(=O)c2ccccc2C(F)(F)F)NC(=O)NC1c1ccco1 (configuration not stated)	-4%	2%
Cc1cc(C)cc(N(CC(=O)Nc2ccccc2C(=O)NCC2CCCO2)S(C)(=O)=O)c1 (configuration not stated)	0%	4%
CC(C)c1ccc(NS(=O)(=O)c2ccc3[nH]cc(C(=O)NCCc4ccccc4)c(=O)c3c2)cc1	7%	-9%
Cc1ccc2c(c1)c1c(c(=O)n(-c3ccccc3C)c(=O)n1CC(=O)NCC1CCCO1)n2C (configuration not stated)	-2%	-2%
O=C(Nc1ccc(F)cc1)c1nn(-c2ccc(F)cc2)c2c1CCC2	-6%	-11%
O=S1(=O)N=C(Nc2cccc(C(F)(F)F)c2)c2ccccc21	13%	20%
N#CNC(=Nc1ccc(F)cc1)SCc1cccc(F)c1	-2%	3%
COc1ccc(-c2nn(-c3ccccc3)cc2C2CC(c3ccco3)=NN2S(C)(=O)=O)cc1 (configuration not stated)	-12%	-4%
The list continues.
SMILES	AID inhibitor	UDG counterscr
CCCCN(CCCC)CCNC(=O)Cn1nc(CC)n2c(cc3sc(C)cc32)c1=O	1%	-10%
CCc1ccc(C(=O)N(CC)CC)o1	4%	0%
Cn1cnc2c(=O)oc3ccc(S(=O)(=O)N4CCN(c5ccccc5)CC4)cc3c21	0%	-10%
CC(C)(C)C1CCc2c(sc(NC(=O)c3cccc(Cl)c3)c2C(=O)NCc2ccco2)C1 (configuration not stated)	-7%	-14%
O=C1C(=O)N(CCc2ccccc2)C(c2ccc(Cl)cc2)/C1=C(\O)c1ccc2c(c1)OCCO2 (configuration not stated)	?	2%
COc1ccccc1C(=O)N(Cc1cc2ccccc2[nH]c1=O)c1ccc(C)cc1	-9%	0%
O=C(CCCn1ncn2c(cc3occc32)c1=O)NCc1ccccc1F	-2%	1%
CN1C(C(=O)NC2CCCC2)=CC(c2ccco2)=NS1(=O)=O	3%	-1%
Cc1ccc(NC(=O)c2cc3cc(C)ccc3n2C)cc1	-14%	-2%
COc1ccc(-n2nc(C(=O)Nc3ccccn3)c3c4ccccc4n(C)c3c2=O)cc1	-12%	58%[activator]
CCn1c(=O)cc(SCC(=O)NCc2ccc(Cl)cc2)c2ccccc21	-10%	-12%
O=C(c1cnn(-c2ccccc2F)c1-n1cccc1)N1CCN(c2ccccc2)CC1	-5%	-5%
Cc1ccc2cc3cc(C(=O)N4CCN(c5ccc(Cl)cc5)CC4)oc3nc2c1	11%	-4%
CC1CCN(S(=O)(=O)c2ccc3c(c2)N(CC(=O)NCCN(C)C)C(=O)CO3)CC1	-7%	4%
COc1ccc(C(=O)NC(c2ccc(Cl)cc2)c2cc(Cl)c3cccnc3c2O)cc1 (configuration not stated)	19%	3%
Cc1c(Cl)cccc1NC(=O)Cn1nc(C(F)(F)F)c2c1CCC2	0%	0%
CCN(CC)CCCNC(=O)CN1N=C(c2ccccc2)CCC1=O	18%	1%[57.5 µM]
CN(C(=O)CSc1nc(N2CCCC2)c2c(c1C#N)CCCC2)c1ccccc1	-20%	-2%
O=C(CSc1nc(=O)n(Cc2cccnc2)c2c1CCC2)Nc1ccc(F)cc1F	39%[activator]	?
CCOc1cc(C#N)c(NC(=O)Cn2nnc(-c3ccc(C)cc3)n2)cc1OCC	6%	9%
CC(C)(C)C1CCc2c(sc3nc(-c4cc5ccccc5oc4=O)[nH]c(=O)c23)C1 (configuration not stated)	17%	14%[57.5 µM]
O=C1OCCC1Nc1ccccc1Oc1ccccc1 (configuration not stated)	0%	4%
COc1ccc(C(CC(=O)O)NC(=O)c2ccc(C(C)(C)C)cc2)cc1 (configuration not stated)	-2%	8%
Cc1c(-c2cccc(NC(=O)C(C)(C)C)c2)nc2ncccn12	-8%	8%[57.5 µM]
Fc1c(F)c(F)c(/C=N/Nc2c(F)c(F)c(F)c(F)c2F)c(F)c1F	-11%	-9%
Cc1ccc(C2c3[nH]c4ccccc4c3CCN2C(=O)c2cccc(C)c2)cc1 (configuration not stated)	?	-11%[57.5 µM]
COc1ccc(NC(=O)Cn2c(=O)n(Cc3ccc(C(=O)NCc4ccccc4Cl)cc3)c(=O)c3ccccc32)cc1	6%	-4%
CN(C)c1ccc(NC(=O)C(c2ccccc2)c2ccccc2)cc1	10%	7%
COCCNc1nnc(SCc2coc(-c3ccccc3)n2)s1	12%	-1%
C=CCNC(=S)NN=C1CCC(CCC)CC1 (configuration not stated)	1%	1%
C[N+]12CC[N+](C)(CC1)CC2	6%	-2%
COc1ccc(Br)cc1CN1CCCC(C(=O)N(C)Cc2ccccc2)C1 (configuration not stated)	-9%	-2%
CCN(CC)CCNc1nc2c(c(=O)[nH]c(=O)n2C)n1CC(O)COc1cccc(C)c1 (configuration not stated)	-10%	-3%
CCCSCCCNC(=O)CN1C(=O)COc2ccc(S(=O)(=O)N3CCC(C)CC3)cc21	-24%	1%
COc1ccc(C(=O)NCCc2nc3ccccc3[nH]2)cc1	24%	3%[57.5 µM]
CCNC(=S)NNC(=O)C1CCCC1	11%	8%
Cc1ccc(NC(=O)CSc2nc3cc(C)[nH]c3c(=O)[nH]2)c(Br)c1	-7%	-1%
O=C(Nc1cccc(F)c1)c1ccc2oc(=O)n(Cc3ccccc3)c2c1	?	8%
CCc1sc(C(=O)NCCC(C)C)cc1C	2%	6%

Grouped by structure, those above containing an aryl thioether with sulfur outside any ring.
SMILES	AID inhibitor	UDG counterscr
COc1cc(-c2nnc(SCC(=O)Oc3ccc(C)cc3C)o2)cc(OC)c1OC	10%	29%
O=[N+]([O-])c1ccc(N/N=C/C2=C(Sc3nc4ccccc4o3)CCCC2)cc1	-13%	-17%
CCOc1ccc(-c2nnc(SCC(=O)c3ccc(Br)cc3)n2-c2ccccc2)cc1	-10%	?
COc1ccccc1C(=O)Nc1nnc(SCc2cc(=O)c3cc(Cl)ccc3[nH]2)s1	-5%	-5%
COc1ccc(/C=C(\C#N)Sc2ccc(Br)cc2)cc1	-12%	-3%
COc1cccc(SCC(=O)c2ccc3c(c2)CCC(=O)N3)c1	3%	-11%
Cc1ccc(OCC(=O)Nc2ccc3nc(SCC(=O)N4CCCC4)sc3c2)cc1C	20%	-1%[57.5 µM]
Cc1cccc(NC(=O)CSc2nc3c([nH]c4ccccc43)c(=O)n2-c2ccc(F)cc2)c1C	-1%	-1%
CCn1c(=O)cc(SCC(=O)NCc2ccc(Cl)cc2)c2ccccc21	-10%	-12%
CN(C(=O)CSc1nc(N2CCCC2)c2c(c1C#N)CCCC2)c1ccccc1	-20%	-2%
O=C(CSc1nc(=O)n(Cc2cccnc2)c2c1CCC2)Nc1ccc(F)cc1F	39%[activator]	?
COCCNc1nnc(SCc2coc(-c3ccccc3)n2)s1	12%	-1%
Cc1ccc(NC(=O)CSc2nc3cc(C)[nH]c3c(=O)[nH]2)c(Br)c1	-7%	-1%
